TSHR antagonist – blocks TSH signaling through the human TSH receptor. 330,000 compounds, 0.2% hits. P16473. TSHR-expressing cells, TSH-stimulated cAMP HTRF, 2 h; stronger effect = lower value. activity change, negative = inhibition, % at 11.5 µM;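 active means activity change below a set negative limit, meaning inhibition stronger than a set level, cut at about -70% in these data; inconclusive means activity change between two set negative limits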; further: on the % scale 0 is the no-effect control and ±100 the full control effect
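Inhibition of cAMP made by TSHR-expressing cells under TSH stimulation (4nM final, EC80; 2 h, 37 deg C) is quantified with a one-step lysis HTRF kit, anti-cAMP cryptate versus cAMP-d2.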
BCR signal inh – inhibitors of chronic active B-cell receptor signaling; 340,000 compounds, 0.05% hits; Potency, µM (highest dose often 46.1 µM), without a hit: at the top dose ratio change, negative = lower green/red ratio, usual class: inhibitors; ABC-DLBCL IkBa-CBG/CBR reporter, luminescence ratio, 4 h; active means well fitted inhibition curve with a large enough effect in the signal ratio, with a control signal flat, not every such curve was filed as active; inconclusive means small, poorly fitted or top-dose-only effect, or effect the other way, or a change in a side signal; the % refers to the signal ratio;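 further: potency means the concentration at half of the fitted maximal effect; plate controls were basal doxycycline-induced cells for no effect and cells given 10 µM MG132 for full effect; MG132 reads +100%, hits lower the ratio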
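Cell line TMD8 (human ABC DLBCL), stably expressing tet-inducible CBG68-IkBa fusion and CBR; IMDM/0.5% FBS; cpd up to 46 uM; dox induction, 4 h, 37C/5% CO2; dual luminescence; green/red ratio; MG132 control.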
TCR activator – activates T cell receptor signaling | AID 504894 | Potency, µM (doses to about 9.22 µM), without a hit: at the top dose activation of IL-2 secretion, most hits filed as activators | 330,000 tested, under 10 active | primary human leukocytes, anti-CD3, IL-2 HTRF, 48 h; further: % of control where 0% means no effect
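Primary human leukocytes incubated 48 hr with anti-CD3 beads plus compound, without co-stimulation. Secreted IL-2 measured by HTRF (europium cryptate/d2 anti-IL-2 pair, 320 nm excitation, 665 nm emission).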
MLL CXXC-DNA inh – MLL CXXC-DNA interaction inhibition. MLL-CXXC / FITC-HOXA9 DNA fluorescence polarization. Potency, µM (doses to about 115 µM), without a hit: at the top dose activity change, negative = inhibition, actives largely listed as inhibitors. 290,000 compounds, 0.037% hits. Q03164; active means well fitted inhibition curve with a large enough effect in the polarisation, with a control signal flat, not every such curve was filed as active; inconclusive means small, poorly fitted or top-dose-only effect, or effect the other way, or a change in a side signal; inactive means no such curve, though single readings can be large or run the other way; the % refers to the polarisation; further: potency means the concentration at half of the fitted maximal effect
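Steps: dispense CXXC domain solution (7 uM) → pin compounds or unlabeled HOX-A9 DNA control → 5 min ambient → add FLSN-HOX-A9 solution (50 nM) → spin → 30 min ambient → fluorescence polarization. Tris pH 7.5/NaCl/DTT/BSA buffer.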
hERG WT inh – inhibitors of human wildtype KCNH2 potassium channel; Q12809; U2OS, BacMam KCNH2, thallium flux FluxOr; stronger effect = lower value; activity change, % at 1.84 µM; 340,000 compounds, 0.37% hits;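 active means maximum activity change below -70%; inconclusive means maximum activity change between -70% and -50%; inactive means maximum activity change above -50%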; further: on the % scale 0 is the no-effect control and ±100 the full control effect
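U2OS cells were transduced with wild-type KCNH2 virus (2.03 x 10^8 / mL) for 4 h at room temperature, then cultured overnight at 37 C. Thallium flux was read with FluxOr dye. Rate constants were normalized to DMSO controls.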
FBPA coupling cs – coupling enzyme interference in Giardia aldolase counter-screen; coupling enzyme system counterscreen, AmpLite Red fluorescence; activity change, negative = inhibition, % at 58.2 µM, hits read low; AID 2472; 290,000 compounds, 0.67% hits; in the data active means activity change below about -30%; further: on the % scale 0 is the no-effect control and ±100 the full control effect
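Activity here indicates interference with the coupling reaction, not aldolase inhibition. Compounds at 57.5 uM final met coupling enzymes for 10 min at RT; substrate and AmpLite Red detection followed, with a 525/598 nm fluorescence read after 20 min.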
Tb PFK inh – blocks T. brucei phosphofructokinase | O15648 | T. brucei PFK, ADP-Glo luminescence | Potency, µM (series often up to 57.5 µM), for inactives: top-dose activity, negative = inhibition, hits mostly inhibitors | 330,000 compounds, 0.17% hits;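 further: potency means the concentration at half of the fitted maximal effect; 0% = uninhibited 1x PFK enzyme wells and -100% = no-enzyme wells; nearly all actives have a fitted effect of over 60% in size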
Target sequence (O15648 whole entry, looked up): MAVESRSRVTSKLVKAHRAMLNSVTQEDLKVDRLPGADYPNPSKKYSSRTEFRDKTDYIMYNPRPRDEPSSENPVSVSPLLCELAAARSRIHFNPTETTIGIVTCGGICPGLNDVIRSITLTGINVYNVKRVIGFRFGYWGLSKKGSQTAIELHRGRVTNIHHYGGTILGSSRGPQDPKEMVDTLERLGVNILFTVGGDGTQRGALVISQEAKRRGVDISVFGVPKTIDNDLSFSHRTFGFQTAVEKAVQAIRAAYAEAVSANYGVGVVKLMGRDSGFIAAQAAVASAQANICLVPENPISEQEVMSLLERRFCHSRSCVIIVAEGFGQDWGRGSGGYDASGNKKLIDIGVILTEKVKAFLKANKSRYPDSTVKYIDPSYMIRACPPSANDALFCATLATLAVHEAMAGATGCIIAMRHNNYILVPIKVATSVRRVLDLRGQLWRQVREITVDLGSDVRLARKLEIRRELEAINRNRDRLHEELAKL
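1.25 nM PFK with 0.5 mM F6P and 0.1 mM ATP in 0.1 M TEA pH 8.0, 5 mM MgCl2, incubated 45 min at room temperature; ADP measured by ADP-Glo luminescence; compounds titrated up to 57 uM.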
Giardia kill – kills Giardia lamblia; Giardia lamblia trophozoite viability; activity change, % at 7.66 µM, hits read low; 340,000 compounds, 0.15% hits; AID 540267; in the data active means activity change below about -80%; inconclusive means between about -30% and that limit;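 further: parasites exposed to compound for two days anaerobically before the ATP read; on the % scale 0 is the no-effect control and ±100 the full control effect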
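Compounds were tested on trophozoites seeded at 100 cells/well and held 48 hrs at 37 deg C anaerobically. An ATP-based luminescent kit measured the remaining live cells.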
GALK inhibitor – blocks human galactokinase activity. P51570. Purified GALK, Kinase-Glo residual ATP luminescence. Potency, µM (highest dose often 57.5 µM), for inactives: top-dose activity change, negative = inhibition, hits mostly inhibitors. 270,000 compounds, 0.007% hits; further: potency means the concentration at half of the fitted maximal effect; on the % scale 0 is the no-effect control and ±100 the full control effect
Target sequence (P51570 whole entry, looked up): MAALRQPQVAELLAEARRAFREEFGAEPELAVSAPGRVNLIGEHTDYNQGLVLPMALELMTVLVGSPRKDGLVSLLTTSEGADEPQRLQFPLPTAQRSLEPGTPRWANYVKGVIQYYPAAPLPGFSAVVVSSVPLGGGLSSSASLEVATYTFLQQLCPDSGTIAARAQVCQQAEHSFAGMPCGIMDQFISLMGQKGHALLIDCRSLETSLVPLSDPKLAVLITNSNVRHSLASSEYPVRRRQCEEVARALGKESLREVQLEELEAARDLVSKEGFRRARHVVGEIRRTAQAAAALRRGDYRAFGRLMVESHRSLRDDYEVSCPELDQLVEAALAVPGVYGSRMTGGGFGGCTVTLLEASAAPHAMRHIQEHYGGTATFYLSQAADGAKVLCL
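5 nM enzyme, 35 uM ATP, 100 uM galactose, 20 mM HEPES pH8.0, 5 mM MgCl2; 1 h RT; residual ATP by Kinase-Glo Plus luminescence, qHTS format.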
A-T KAP1 phos – potential ataxia-telangiectasia treatments restoring KAP-1 phosphorylation | Potency, µM (highest dose often 57.5 µM), for the others: at the highest dose activation, most hits filed as activators | 320,000 compounds, 0.19% hits | […] A-T fibroblasts, KAP-1 phosphorylation AlphaLISA; neocarzinostatin DNA damage 30 min before lysis; further: potency means the concentration at half of the fitted maximal effect; % of control where 0% means no effect; nearly all actives have a fitted effect of over 45% in size
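hTERT-immortalized A-T patient fibroblasts ([…]), 500 cells/well in OPTI-MEM, 1% FBS, got compounds for 60 min, then NCS for 30 min at 37C. Lysates were then assayed for phospho-KAP-1 by AlphaLISA (anti-pKAP1 donor, anti-KAP1 acceptor beads), 6 hr at 25C.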
* marks the source's active call; other numbers are inactive results; ? = inconclusive; · = no result given; [ ] = another dose, or the depositor's remark. Unless noted, the call rests on the fitted dose curve; in most records, active means well fitted curve in the direction sought with a large enough effect; inconclusive means small, poorly fitted or top-dose-only effect, or another doubt; inactive means no such curve, though single readings can be large; an effect the other way counts as inactive or inconclusive. An unsorted share of the library; any-hit rate near 1.6%.

SMILES | TSHR antagonist | BCR signal inh | TCR activator | MLL CXXC-DNA inh | hERG WT inh | FBPA coupling cs | Tb PFK inh | Giardia kill | GALK inhibitor | A-T KAP1 phos
COc1ccc(C(=O)NC(=S)Nc2cccnc2)cc1OC | 0.0 | ? | -4.6% | 10.3% | 0.1 | 4.0 | 9.4% | -3.0 | -3.7% | -1.2%
Cc1ccc(-c2csc3nc[nH]c(=S)c23)cc1 | -23.0 | ? | 8.7%[46.1 µM] | 15.7% | -8.8 | -1.9 | 3.8% | 10.2 | 1.8% | ·
Nc1cc(N2CCCCC2)c(Cl)cc1[N+](=O)[O-] | -7.3 | ? | -2.5% | 3.3% | -8.1 | 4.0 | -3.1% | -5.8 | -0.1% | -8.8%
CC(=O)Nc1ccc(S(=O)(=O)NCc2ccncc2)cc1 | 1.2 | -2.0% | -4.6% | 2.1% | 1.8 | 1.3 | -7.1% | 3.2 | 6.6% | 1.5%
CC(C)CN(C(=O)c1ccc(=O)n(C)n1)c1nc2ccccc2s1 | 21.8 | ? | · | -6.2% | -14.5 | 0.1 | -14.1% | 2.1 | -2.3% | 7.9%
Cc1nn(C)c(Oc2ccc(Cl)cc2)c1C(=O)Nc1ccc(F)cc1F | -8.5 | 19.5% | · | -1.2% | -3.9 | -0.4 | 0.1% | -17.6 | 0.1% | 7.8%
CC(C)[C@H](NC(=O)OC(C)(C)C)c1nnc(S(=O)(=O)Cc2c(F)cccc2Cl)o1 | ? | ? | · | -1.2% | -2.5 | -2.9 | -2.0% | 3.8 | -1.0% | -12.8%
CCOc1ccc(C(=O)N[C@H](C(=O)Nc2cccc(S(=O)(=O)N3CCOCC3)c2)C(C)C)cc1 | -9.9 | -9.7% | 0.1% | · | 0.5 | · | -0.7% | 18.8 | · | 13.4%
O=C1c2ccccc2C2NC(=O)C3(CCCCC3)N12 (stereo not drawn) | -4.6 | -1.0% | -23.7% | -0.8% | 0.8 | -0.6 | -4.5% | -1.6 | 7.9% | -2.4%
CCOc1ccc(NC(=O)C2CCCN(S(=O)(=O)c3c(C)n[nH]c3C)C2)cc1 (stereo not drawn) | 19.6 | -0.5% | 7.1% | -10.9% | 0.7 | 5.3 | 7.5% | -14.2 | -0.1% | 7.1%
COc1ccc(S(=O)(=O)N2CCC(C(=O)NCCC3=CCCCC3)CC2)cc1OC | -0.2 | -0.8% | 4.4% | 7.7% | -6.3 | -1.3 | -3.9% | 0.7 | 0.3% | -3.1%
COc1ccc(-n2c(=O)c(CCC(=O)N3CCN(c4ccccc4O)CC3)nc3ccccc32)cc1 | -8.9 | -14.5% | 0.2% | · | 3.9 | · | 0.6% | 17.6 | · | -9.7%
COc1ccc(CNC(=O)CN(C(=O)c2snc(C(N)=O)c2N)c2ccc(OC)c(OC)c2)cc1 | 41.2 | -13.6% | 3.2% | -2.6% | -16.6 | 2.2 | 10.8% | -16.3 | 0.9% | 7.1%
CCC(C(=O)OC)n1cnc2c(nnn2-c2ccc(F)cc2)c1=O (stereo not drawn) | -12.1 | -5.9% | 3.5% | · | -0.2 | 0.1 | -2.9% | 48.3[activator] | · | -0.4%
CCOc1ccc(CCNC(=O)c2cc3ccccn3n2)cc1OCC | 0.9 | -1.0% | 1.1% | 10.0% | 0.8 | 2.9 | 2.8% | 5.2 | 0.8% | -1.5%
NC(N)=Nc1nc(-c2ccccc2)c2cc(F)ccc2n1 | -9.8 | ? | 9.6% | 6.7% | -0.5 | 0.9 | 3.2% | 1.9 | -1.0% | -5.0%
COc1ccccc1C(=O)OCC(=O)NC1CCCC1 | 28.7 | -3.0% | 1.0% | -0.9% | -22.4 | -0.6 | 4.3% | 5.4 | -1.7% | ?
O=C(c1cc(F)ccc1F)N1CCC(N2CCC(C(=O)N3CCCC3)CC2)CC1 | -3.0 | -1.0% | -2.2% | 3.5% | 5.9 | · | -1.9% | -15.0 | 3.8% | -1.4%
COC(=O)CNC(=O)c1cccc(-c2ccc(OC)cc2)c1 | 16.8 | ? | -6.0% | 1.0% | 1.5 | -0.1 | 0.8% | 5.9 | 1.2% | 3.0%
COc1ccc2cc(C(=O)NCc3ccccc3CN3CCCC3)ccc2c1 | -33.3 | -4.1% | -0.4% | · | 10.0 | · | 1.7% | -4.4 | · | 10.2%
Cc1ccc(CSc2ncnc3c2cnn3-c2ccc(C)cc2)cc1 | 25.7 | 14.1% | 0.2%[46.1 µM] | -1.4% | -11.0 | 2.4 | 0.0% | -7.6 | 0.2% | 7.9%
COc1ccc(N2CCN(C(CNC(=O)c3ccc4c(c3)OCO4)c3cccnc3)CC2)cc1 (stereo not drawn) | 4.8 | -13.9% | 1.4% | -1.5% | 5.0 | 5.6 | -2.6% | -8.9 | 5.9% | 5.7%
COc1ccccc1N1CCN(C(=O)CCc2nnc3ccc(N4CCC(C)CC4)nn23)CC1 | -20.9 | 3.0% | 5.4% | 0.3% | -1.3 | 1.8 | 3.6% | 13.5 | -3.5% | -1.9%
COc1ccc(Cl)cc1C(=O)NNC(=O)c1cccs1 | 19.9 | ? | -4.5%[46.1 µM] | · | -0.7 | · | 23.7% | -27.9 | · | 22.4%
Cc1ccc(C(=O)N/C(=C\c2ccc(Br)cc2)c2nc(=S)[nH][nH]2)cc1 | 1.8 | 29.2% | -26.3% | 3.0% | 3.1 | -0.3 | 0.1% | 10.0 | -3.1% | -4.8%
Cc1cc(NC(=O)CNCC(c2ccccc2)N(C)C)c([N+](=O)[O-])cc1C (stereo not drawn) | 12.3 | 3.7% | -0.2% | 55.4%[activator] | 19.7 | 1.5 | -2.7% | 9.9 | · | -7.0%
CCc1nnc(NC(=O)Nc2ccc(Cl)cc2)s1 | 3.1 | ? | 0.6% | -7.3% | -3.9 | 3.7 | -2.7% | -14.2 | 6.3% | -2.0%
O=C(Nc1cccc(Cl)c1)Nc1ccnc(-c2cccnc2)n1 | 31.1 | ? | · | 1.4% | 2.0 | -3.0 | -19.0% | 3.7 | 2.0% | 15.0%
Clc1ccc2nc(-c3ccccc3)nc(C(Cl)Cl)c2c1 | 8.2 | ? | -1.2% | 3.4% | 0.1 | 0.7 | -11.0% | 7.7 | · | -1.5%
COc1ccc(NC(=O)N2c3ccccc3C(C)=CC2(C)C)cc1 | -8.6 | -0.5% | 4.0% | 10.2% | -11.5 | 0.0 | -1.8% | 3.3 | -1.4% | -3.6%
O=C(Nc1ccccc1)c1cc2ccccc2o1 | -12.4 | ? | 3.2%[46.1 µM] | -3.5% | -10.9 | -9.8 | -15.3% | -18.4 | 4.9% | 0.9%
COc1ccc(CNC(=O)[C@@H](NC(=O)C2CCN(C(=O)[C@@H](N)CCSC)CC2)C(C)C)cc1 | 5.1 | -20.6% | 6.4% | 12.1% | -5.7 | 0.9 | 1.6% | 9.2 | · | 1.2%
CC(=O)N1CC(C)c2scc(C)[n+]2-c2ccccc21 (stereo not drawn) | 0.6 | 5.7% | -6.7% | -0.1% | 0.8 | 0.5 | 7.6% | 17.6 | · | -5.7%
CCN1CCN(CCCNC(=O)c2cc3sccc3n2CC)CC1 | 2.3 | ? | 1.4% | 2.8% | -1.9 | 11.0 | -0.6% | 32.1[activator] | 1.0% | 5.0%
C=CC[C@@H](Cc1ccc(F)cc1)C(=O)OC[C@@H]1CCCN1C(=O)[C@@H](CC=C)CC(=O)N[C@H](CO)Cc1ccccc1 | -10.0 | ? | -4.1% | · | 3.2 | · | 0.6% | -2.3 | · | -0.1%
Cc1nc2cc(C(F)(F)F)ccc2n1C1CCN(CC(=O)NC(C)(C)C)CC1 | -7.0 | 2.1% | 4.1% | 3.9% | -6.3 | -0.3 | -0.8% | -8.2 | 5.5% | 7.3%
O=C(Nc1cnn(Cc2ccc(F)cc2)c1)C(c1ccccc1)c1ccccc1 | -10.2 | -4.0% | 9.1%[46.1 µM] | 8.0% | -0.5 | -2.6 | -8.2% | -11.3 | 0.9% | 5.3%
Cc1ccc([N+](=O)[O-])cc1S(=O)(=O)Nc1ccccn1 | -0.9 | -0.1% | -3.7% | 1.8% | -1.2 | -0.5 | 8.8% | -11.6 | -7.1% | 4.2%
COc1ccccc1Cn1c(=S)[nH]c2cc(C(=O)NCC3CCCO3)ccc2c1=O (stereo not drawn) | -12.0 | -7.1% | 4.1% | 7.8% | -5.3 | 0.3 | -0.1% | 33.6[activator] | -29.5% | -0.1%

Bioassay records (PubChem)
